Compound activity deposited in PubChem by National Center for Advancing Translational Sciences (NCATS).
Shiga toxin inh = inhibitors of Shiga toxin in Vero cells | inhibition, % at 38.7 µM | AID 2315 | Vero cells, Shiga toxin protein synthesis inhibition reporter | 9.2% of 290,000 active; in the data active = inhibition mostly above about 28%, no sharp cut-off; inactive = mostly below about 43%; note: 0% is about no effect
CHX counter = affects cycloheximide protein synthesis inhibition readout, counter-screen; 12% of 300,000 active; max response, %; cell reporter, cycloheximide protein synthesis inhibition counterscreen; in the data active = max response mostly above about 13%, no sharp cut-off; inactive = mostly below about 14%; note: read at 38.3 µM for the half of the compounds with a filed dose; 0% is about no effect
Giardia FBPA inh = Giardia lamblia aldolase inhibition; A8B2U2; purified Giardia FBPA; Potency, µM (top dose mostly 59.6 µM), for the others: top-dose activity, negative = inhibition, most hits filed as inhibitors; AID 2451; 0.71% of 290,000 active; note: potency is the fitted concentration of half-maximal effect; % is set by controls: 0 for no effect and ±100 for the full control effect; nearly all actives have a fitted effect of over 55% in size
Target sequence (A8B2U2 whole entry, looked up): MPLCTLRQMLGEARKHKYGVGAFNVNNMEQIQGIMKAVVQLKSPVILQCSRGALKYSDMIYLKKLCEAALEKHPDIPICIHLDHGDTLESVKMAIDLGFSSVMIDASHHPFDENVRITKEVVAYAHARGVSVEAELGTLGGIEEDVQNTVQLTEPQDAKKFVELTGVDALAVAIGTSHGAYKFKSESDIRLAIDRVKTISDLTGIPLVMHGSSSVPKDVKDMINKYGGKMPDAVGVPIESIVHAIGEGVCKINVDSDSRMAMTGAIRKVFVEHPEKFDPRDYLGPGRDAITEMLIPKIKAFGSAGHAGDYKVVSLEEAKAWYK
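Giardia FBPA (40 nM reagent) was preincubated 10 min at RT with compound (up to 57.5 uM final), then substrate plus GAPDH/TPI/NAD/arsenate coupling system with diaphorase/resazurin was added; resorufin fluorescence (525/598 nm) was read after 20 min.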
Pf growth 48h = inhibits P. falciparum growth in the first generation, 48 h; P. falciparum luciferase growth in erythrocytes, 48 h; Potency, µM (highest dose often 28.7 µM), inactives show at the top dose activity change, negative = inhibition, most hits filed as inhibitors; 5.9% of 310,000 active; AID 504832; note: potency is the fitted concentration of half-maximal effect; % is set by controls: 0 for no effect and ±100 for the full control effect
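Luciferase-expressing P. falciparum in infected erythrocytes (2% hematocrit, 0.1% parasitemia final) in RPMI 1640/0.5% Albumax were exposed to compound for 48 hours at 37 C, 5% CO2; growth read as luminescence.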
HCV inhibitor = inhibitors of hepatitis C virus infection; AID 651820; Potency, µM (series often up to 41.8 µM), without a hit: at the highest dose activity change, negative = inhibition, usual class: inhibitors; Huh7.5.1 HCVcc-Cre infection, luciferase reporter, 44 h; 3.4% of 340,000 active; note: potency is the fitted concentration of half-maximal effect; % is set by controls: 0 for no effect and ±100 for the full control effect
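Seed cells (1,000/well) for 4 h; treat with compound and infect with HCVcc-Cre, moi about 0.5. Incubate 44 h, then detect luciferase activity.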
Pf growth 96h = P. falciparum growth inhibition at 96 hour, primary screen for plastid delayed-death inhibitors. Potency, µM (top dose mostly 28.7 µM), without a hit: at the highest dose activity change, negative = inhibition, most hits filed as inhibitors. 6.9% of 320,000 active. P. falciparum luciferase reporter growth, 96 h. AID 504834; note: potency is the fitted concentration of half-maximal effect; % is set by controls: 0 for no effect and ±100 for the full control effect
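Two-generation exposure (96 h) targets delayed-death phenotype. Reporter parasites carrying integrated firefly luciferase, in red cells at 2% hematocrit and 0.05% parasitemia final, kept at 37 C, 5% CO2; luminescence loss indicates inhibition.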
The depositor's hits bear a star; ? = inconclusive; . = not tested or not shown; [ ] = dose if it differs, or a comment. Unless noted, calls come from the whole dose curve; as a rule, active = well fitted curve in the direction sought with a large enough effect; inconclusive = small, poorly fitted or top-dose-only effect, or another doubt; inactive = no such curve, though single readings can be large; an effect the other way counts as inactive or inconclusive.

canonical_smiles | Shiga toxin inh | CHX counter | Giardia FBPA inh | Pf growth 48h | HCV inhibitor | Pf growth 96h
COC(=O)[C@@H]1CC(O)CN1C(=O)C12CC3CC(CC(C3)C1)C2 (stereo partly specified) | 4.2 | -8.2 | -1.5% | -3.9%[0.00184 µM] | 8.5% | 31.1%[activator]
CC(=O)N1CCc2c(sc(NC(=O)C3COc4ccccc4O3)c2C(N)=O)C1 (stereo unspecified) | 22.6 | 31.4* | . | 1.7% | ? | 11.7µM*
O=C1OCCC1Sc1nnc(-c2ccccc2)o1 (stereo unspecified) | 2.2 | -5.2 | 0.2% | 46.1%[activator] | -1.4% | 317.6%[activator]
OC(CN1CCCCC1)Cn1c2ccccc2c2ccccc21 (stereo unspecified) | -0.8 | 2.8 | -0.3% | ? | -23.9% | -25.1%
Cc1ccc(NC(=O)c2cncc(Br)c2)cc1S(=O)(=O)N(C)C | 99.0* | 38.0* | -9.4% | 84.3%[activator] | ? | 11.6%
O=C(COC(=O)c1ccc([N+](=O)[O-])s1)NCCc1ccccc1 | . | . | . | -3.2% | 19.9% | 0.9%
Cc1c(Br)c(=O)oc2c(C)c(O)ccc12 | -8.6 | -1.7 | -0.2% | 29.9% | 7.0% | 50.4%[activator]
COc1ccc(S(=O)(=O)Nc2nc3ccccc3nc2Nc2ccc3c(c2)OCO3)cc1 | -15.8 | -1.2 | 2.8% | 4.5% | -3.8% | 21.0%
O=C(C1CCN(Cc2ccc(F)cc2)CC1)N(CCO)Cc1ccccc1 | -6.7 | 12.0 | 0.1% | -17.3% | 2.1% | .
Cc1cc(C(=O)N2CCN(C/C=C/c3ccccc3)CC2)no1 | 22.6 | 0.4 | -0.9% | 13.0% | -5.1% | .
CN(C)c1ccc(-c2noc(C3CCN(S(=O)(=O)c4cccc(C(=O)O)c4)CC3)n2)cc1 | -1.1 | -3.3 | -0.3% | ? | 10.9% | ?
CCCCCCNS(=O)(=O)c1ccc(Cl)s1 | 15.5 | -2.8 | -4.8% | -10.7% | -4.3% | ?
Cc1cc(C)n(CC(O)Cn2c3ccc(Cl)cc3c3cc(Cl)ccc32)c(=O)n1 (stereo unspecified) | -17.9 | -1.9 | 3.8% | ? | ? | .
Cc1cnc(-n2c(=S)[nH]c3ccccc3c2=O)s1 | . | . | . | 6.1% | 18.8% | 53.8%[activator]
Cc1ccc(S(=O)(=O)Cc2ccc(C(=O)NCc3ccc4c(c3)OCO4)o2)cc1 | -7.2 | 7.3 | -3.2% | 4.8% | ? | ?
O=C(NCCCN1CCOCC1)c1ccccc1N1C(=O)[C@@H]2Cc3c([nH]c4ccccc34)C(c3cccc(Cl)c3)N2C1=O (stereo partly specified) | 1.4 | -4.1 | -17.3% | ? | -8.6% | 9.28µM*
CCN(CC)C(=O)Cn1cc(SCC(=O)NC2CCCC2)c2ccccc21 | -3.9 | -2.5 | 6.1% | -7.7% | 9.9% | ?
O=C(COC(=O)/C=C/c1ccc(OC(F)F)cc1)NCCN1C(=O)CSC1=O | -12.8 | 10.0 | 0.7% | -6.3% | -5.5% | -3.7%
NS(=O)(=O)c1cccc(NC(=O)COC(=O)CNC(=O)c2ccc(-c3ccccc3)cc2)c1 | . | . | . | 8.8% | -2.1% | -22.8%
Nn1c(COc2ccccc2F)nnc1SCC(=O)NC1CC1 | . | . | . | 0.0% | 18.8% | 43.1%[activator]
Cc1cc(=O)n2ccccc2c1C#N | 28.7 | 5.2 | 0.6% | . | 7.7% | 49.3%[activator]
COc1ccc(CCC(=O)NCCc2ccc(OC)c(OC)c2)cc1 | 13.4 | -3.2 | -3.3% | 9.6% | 8.1% | ?
O=C(O)c1cccc(Cn2cc(Cl)cn2)c1 | 9.0 | -3.9 | 8.0% | 11.4% | 18.4% | 25.5%
CCOc1cccc(SCc2noc(C(=O)NCC3CCCO3)c2C(=O)O)c1 (stereo unspecified) | 7.0 | 4.3 | 19.7% | 48.8%[activator] | 21.2% | 12.3%
COc1ccc(C2C(C(=O)N3CCC(C(N)=O)CC3)CC(=O)N2c2ccc(OC)cc2)cc1 (stereo unspecified) | -3.6 | 6.1 | 3.2% | ? | 2.0% | 5.22µM*
Clc1ccc(CN2C3=NCCCN3c3ccccc32)c(Cl)c1 | -5.1 | -2.6 | -3.5% | ? | ? | 1.04µM*
COC(=O)c1cc(Br)ccc1NC(=O)CCNC(=O)c1ccco1 | -2.8 | -1.9 | -3.2% | 13.6% | ? | 11.8%
Cc1cccc(NC(=O)c2cnn(-c3ccccc3)c2C)c1C | 41.2* | 27.3* | -9.1% | 28.7% | 4.3% | 16.3%
CCN(C(=O)c1cc2c(=O)n3ccccc3nc2n1C)C1CCCCC1 | 61.0* | 37.1* | . | -2.7% | 12.0% | 17.1%
CC(=O)Nc1ccc(NC(=O)[C@@H]2CCCN2S(=O)(=O)c2ccc3c(c2)OCCO3)cc1 | 22.8 | -4.6 | 2.7% | -33.6% | 22.2% | 30.7%[activator]
COc1ccc(OC)c(NC(=O)c2cc(S(=O)(=O)N3CCCC3)cn2C)c1 | 7.7 | 1.1 | -9.7% | -14.9% | -27.7% | 37.6%[activator]
CCCCNC(=O)CCNS(=O)(=O)c1ccc(Br)cc1 | -6.5 | 4.3 | 10.4% | 20.7% | 3.6% | 14.6%
C/C(=N\NC(=O)CSCc1cccc(Br)c1)c1ccc([N+](=O)[O-])cc1 | -14.8 | -3.0 | 0.9% | 44.4%[activator] | -10.3% | 0.0%
CC1(C)CC(=O)C(C=Nc2ccc3cn[nH]c3c2)=C(O)C1 | 73.8 | 13.4 | -15.8% | -0.4% | 4.6% | -8.0%
Cc1cc(C)c(C#N)c(SCCS(=O)(=O)Cc2ccc(Cl)cc2)n1 | 0.6 | 8.1 | 2.5% | 12.0% | -19.3% | 147.9%[activator]
CN(CC(=O)Nc1cccc(F)c1)C(=O)C1CC(=O)N(CCc2ccccc2)C1 (stereo unspecified) | . | . | . | 101.9%[activator] | 1.9% | 63.0%[activator]
COc1ccc(OC)c(/C=N/OC(=O)Nc2ccc(Cl)cc2)c1 | 11.3 | 4.1 | -9.3% | 2.4% | -16.7% | ?
CCOC(=O)c1nc(Nc2cc(Cl)ccc2OC)c2ccccc2n1 | -6.1 | 0.8 | 11.9% | 4.4% | 12.6µM* | 0.0%
O=C(CC1OC(=O)c2ccccc21)Nc1ccc(Cl)c(S(=O)(=O)N2CCCCC2)c1 (stereo unspecified) | . | . | . | -24.5% | ? | 3.7%
CCCN1CCN(S(=O)(=O)c2ccc(-c3cc(C)no3)s2)CC1 | -1.7 | -2.3 | -1.1% | -0.8% | 1.0% | ?
COc1ccc(CCN=C2SCC(=O)N2C)cc1OC | -7.6 | -2.1 | 7.8% | 2.1% | -23.3% | 128.4%[activator]
CC(C)C1=NOC(C(=O)N2CCC(N3CCC(C(=O)N4CCOCC4)CC3)CC2)C1 (stereo unspecified) | -2.0 | -1.2 | 3.3% | 1.2% | 6.6% | -9.6%
COc1ccccc1CNC(=O)[C@H](C)NC(=O)C1CCN(C(=O)[C@H](CCSC)NC(=O)OC(C)(C)C)CC1 | 13.5 | 1.5 | 15.1% | ? | -4.6% | -11.1%
CCC(C)c1ccccc1NC(=O)COC(=O)c1ccc2[nH]c3c(c2c1)CCCC3 (stereo unspecified) | 3.1 | -1.7 | -2.7% | ? | ? | ?
NC(=O)NC(=O)C(Nc1ccc2c(c1)CCC2)c1ccccc1 (stereo unspecified) | 8.6 | -0.9 | -5.8% | 25.3% | 0.0% | 49.7%[activator]
COc1ccccc1N1CCN(C(=S)Nc2ccc(S(=O)(=O)N3CCOCC3)cc2)CC1 | -4.3 | -1.0 | -0.8% | -19.5% | ? | ?
Cc1ccc(-c2nnn(CC(=O)NCCc3ccc4c(c3)OCO4)n2)cc1 | -5.2 | 9.8 | 7.7% | -1.7% | 2.5% | 10.5%
Cc1ccc(-c2csc(NNC(=O)c3ccccc3)n2)cc1 | 1.1 | -2.9 | 10.2% | 2.33µM* | ? | 3.7µM*
COc1ccc(C[C@H]2CN3C(=NC[C@@H]3C(C)C)N2CCNC(=O)c2ccc(C)c(Br)c2)cc1 | -9.4 | -3.6 | 1.2% | ? | -24.1% | 2.08µM*
Cc1ccc(S(N)(=O)=O)cc1NC(=O)c1ccc2c3c(cccc13)CC2 | -7.5 | 4.7 | -12.5% | -15.2% | -7.7% | ?

Additional compounds:
canonical_smiles | Shiga toxin inh | CHX counter | Giardia FBPA inh | Pf growth 48h | HCV inhibitor | Pf growth 96h
CSc1ccc(C(=O)C2CCCN(C(=O)Cc3nonc3C)C2)cc1 (stereo unspecified) | -6.3 | -1.3 | -0.2% | -1.6% | -7.6% | 3.8%
Cc1ccc(OCC(=O)OC2CCCN(C)C2)cc1 (stereo unspecified) | -9.8 | 3.8 | -8.1% | 52.7%[activator] | ? | 12.2%
CCCOc1cccc(C(=O)NCCNC(=O)c2cnccn2)c1 | -5.5 | -6.3 | -5.7% | 1.8% | 1.1% | 34.3%[activator]
Cc1ccsc1/C=N/n1c(-c2ccccc2)n[nH]c1=S | -9.1 | 0.9 | 0.5% | 9.6% | -5.4% | ?
Cc1ccc(S(=O)(=O)c2ccc(Cl)cc2)cc1S(=O)(=O)N1CCOCC1 | 9.4 | -2.7 | -2.3% | -21.4% | ? | .
CCCN1CCc2c(sc(NC(=O)c3ccc(S(=O)(=O)N4CCN(C(=O)OCC)CC4)cc3)c2C(N)=O)C1 | -13.7 | -2.7 | 0.8% | 10.4µM* | ? | ?
COc1ccccc1-n1cnnc1SCC(=O)N1CCN(C(=O)c2ccco2)CC1 | -7.0 | 0.6 | 1.2% | -14.7% | -11.9% | 3.7%
CCOC(=O)CC1=C(C(=O)OCC)C(c2ccc(OC)cc2OC)C(C#N)=C(N)O1 (stereo unspecified) | -13.2 | -1.5 | ? | -5.7% | -0.8% | ?
NC(=O)COC(=O)c1ccc(S(=O)(=O)N2CCCCCC2)cc1 | 15.8 | -1.3 | 0.7% | 18.0% | 2.4% | ?
O=C(CCn1c2c(c3ccccc31)CCCC2)NNC(=O)c1ccccc1C(=O)O | -2.6 | -2.3 | 7.2% | 2.8% | ? | 53.1%[activator]
O=C(COc1ccc(Br)cc1)NNC(=S)NC(=O)c1ccccc1[N+](=O)[O-] | 13.3 | 10.0 | ? | 10.0% | 22.3% | -6.6%
CCCCN1C(=O)c2ccc(C(=O)NCCN3C(=O)S/C(=C\c4cccnc4)C3=O)cc2C1=O | -11.6 | -0.5 | 0.1% | -10.2% | -4.2% | -27.4%
Cc1ccc(C(=O)N[C@H](C(=O)N2CCN(c3ccccc3F)CC2)C(C)C)cc1 | -4.5 | -3.3 | 10.4% | ? | -28.8% | ?
Nc1nnc(SCC(=O)Nc2ccccc2)s1 | 8.0 | 10.2* | 0.4% | 0.0% | -0.6% | 35.3%[activator]
COc1ccc(/C=C2\SC(=O)N(CCc3nnc(N)s3)C2=O)cc1 | 103.6* | 53.2* | 2.0% | 70.1%[activator] | -12.2% | 64.1%[activator]
COC(=O)Cn1c(=O)c2c(nc(Br)n2CC(=O)OC)n(C)c1=O | -12.4 | 1.5 | 7.3% | -11.4% | 9.2% | 2.7%
O=C(NCc1cc([N+](=O)[O-])ccc1O)c1cccnc1Sc1ccccc1Cl | -23.9 | -6.7 | . | ? | -0.7% | ?

Outcome played no part in choosing rows; 24% or so of the library scored in one or more.
